A549 tox = Nrf2 qHTS screen for inhibitors: counterscreen for cytotoxicity; A549 ARE-Fluc cells, CellTiter-Fluor viability, 18-24 h; Potency, µM (doses to about 46 µM), without a hit: at the highest dose activity change, negative = cytotoxicity, hits mostly inhibitors; 0.16% of 390,000 active; note: potency is the fitted concentration of half-maximal effect; % is set by controls: 0 for no effect and ±100 for the full control effect
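A549 ARE_Fluc cells in 5% FBS OPTI-MEM were exposed to compounds in concentration-response for 18-24 h at 37 deg C. Viability was read by CellTiter-Fluor fluorescence (Ex 405/Em 525) after 30 min, before the luciferase read.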
Akt phos inh = HTS Assay for Inhibitors of Akt Phophorylation: Primary Screen; Neuro2A IGF-stimulated pAkt S473 HTRF, 20 min; hits give low values; activity change, % for hits at 50 µM; 0.32% of 360,000 active; in the data active = activity change below about -80%; inconclusive = mostly about -51% to -80%; note: % is set by controls: 0 for no effect and ±100 for the full control effect
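Neuro2A cells (4,500/well, DMEM with 0.5% FBS) were treated with compound at a single 50 µM final concentration, stimulated with 6 nM IGF for 20 min at 37 °C, and lysed. Phospho-Akt Ser473 was read by HTRF as 665/615 ratio ×10^4.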
EPAC2 antagonist = qHTS for Antagonist of cAMP-regulated guanine nucleotide exchange factor 2 (EPAC2): primary screen | Rap guanine nucleotide exchange factor 4 (Homo sapiens), Q8WZA2 | EPAC2 GEF exchange of Rap1B-BODIPY-GDP, fluorescence | Potency, µM (titrated, usually from 114 µM), for the others: top-dose activity, negative = inhibition, hits mostly inhibitors | 0.18% of 360,000 active | AID 720708, 2013; note: potency is the fitted concentration of half-maximal effect; % is set by controls: 0 for no effect and ±100 for the full control effect; nearly all actives have a fitted effect of over 45% in size; many of its hits are not listed in these tables
Target sequence (Q8WZA2 whole entry, looked up): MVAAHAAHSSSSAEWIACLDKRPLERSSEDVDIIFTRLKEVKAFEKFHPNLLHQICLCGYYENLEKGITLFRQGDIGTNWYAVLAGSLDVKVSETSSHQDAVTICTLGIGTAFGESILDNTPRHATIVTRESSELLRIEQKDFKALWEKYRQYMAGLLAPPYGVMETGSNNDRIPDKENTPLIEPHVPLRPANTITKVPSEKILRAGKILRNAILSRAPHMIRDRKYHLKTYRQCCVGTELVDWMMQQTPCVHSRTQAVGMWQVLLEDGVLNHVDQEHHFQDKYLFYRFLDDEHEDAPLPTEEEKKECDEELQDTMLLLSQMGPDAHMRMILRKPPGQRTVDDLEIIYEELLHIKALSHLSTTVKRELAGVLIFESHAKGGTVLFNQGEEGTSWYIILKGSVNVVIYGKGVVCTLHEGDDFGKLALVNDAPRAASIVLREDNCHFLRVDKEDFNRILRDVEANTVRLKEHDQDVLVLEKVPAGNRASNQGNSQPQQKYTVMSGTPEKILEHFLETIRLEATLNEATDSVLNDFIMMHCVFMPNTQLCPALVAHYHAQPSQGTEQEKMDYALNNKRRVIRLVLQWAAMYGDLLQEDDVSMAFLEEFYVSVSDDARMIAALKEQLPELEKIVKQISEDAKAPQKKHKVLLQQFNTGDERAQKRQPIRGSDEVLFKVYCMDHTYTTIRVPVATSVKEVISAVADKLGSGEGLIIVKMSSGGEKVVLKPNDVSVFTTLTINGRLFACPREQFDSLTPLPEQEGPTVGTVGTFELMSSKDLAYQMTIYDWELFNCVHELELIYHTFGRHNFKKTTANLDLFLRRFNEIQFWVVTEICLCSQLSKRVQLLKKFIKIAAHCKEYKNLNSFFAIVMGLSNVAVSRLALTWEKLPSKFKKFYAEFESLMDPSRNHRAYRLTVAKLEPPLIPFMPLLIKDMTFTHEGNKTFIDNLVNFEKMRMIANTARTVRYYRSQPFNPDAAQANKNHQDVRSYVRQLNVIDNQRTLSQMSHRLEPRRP
MmCpn inh = Inhibitors of TCP-1 ring complex (TRiC) of Methanococcus maripaludis (MmCpn): qHTS | 0.031% of 330,000 active | Potency, µM (highest dose often 76.9 µM), for the others: top-dose activity, negative = inhibition, most hits filed as inhibitors | Chaperonin Mm-Cpn (Methanococcus maripaludis) | purified Mm-Cpn ATPase, ADP Transcreener TR-FRET; note: potency is the fitted concentration of half-maximal effect; % is set by controls: 0 for no effect and ±100 for the full control effect; nearly all actives have a fitted effect of over 80% in size
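Quantitative HTS used 25 nM Mm-CPN and 10 uM ATP in magnesium/KCl Tris buffer, pH 7.4, with 1 mM DTT. Hydrolysis ran 30 min at 37°C; ADP was read by HTRF.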
Nrf2 block = Nrf2 qHTS screen for inhibitors. A549 ARE-Fluc reporter, luciferase luminescence, 18-24 h. Potency, µM (highest dose often 46 µM), without a hit: top-dose activity change, negative = inhibition, most hits filed as inhibitors. 2.1% of 360,000 active; note: potency is the fitted concentration of half-maximal effect; % is set by controls: 0 for no effect and ±100 for the full control effect; nearly all actives have a fitted effect of over 60% in size
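A549 ARE_Fluc cells (5000/well, 5% FBS OPTI-MEM) pre-incubated 2 h, then treated with compounds 18-24 h at 37C/5% CO2 in concentration-response. CellTiter-Fluor viability read first; BugLite luciferase luminescence after 15 min at room temperature gives Nrf2 activity.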
TGFb inhibitor = qHTS for Inhibitors of TGF-b; HepG2 CAGA-GFP TGF-b/SMAD3 reporter, GFP fluorescence, 18 h; TGF-beta stimulated, 500 pg/mL final; Potency, µM (highest dose often 46.1 µM), without a hit: at the highest dose activity, negative = inhibition, hits mostly inhibitors; 1.2% of 410,000 active; note: potency is the fitted concentration of half-maximal effect; % is set by controls: 0 for no effect and ±100 for the full control effect; nearly all actives have a fitted effect of over 65% in size
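Read-out: total well GFP (ex488/em500-530) summed from mean per-cell fluorescence. Cells: HEPG2 CAGA-GFP, 1% FBS DMEM, 18 h at 37 degrees C with 500 pg/mL final TGF-beta. Unstimulated wells served as the full-inhibition control; stimulated DMSO wells = 0%.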
EPAC2 agonist = qHTS for Agonist of cAMP-regulated guanine nucleotide exchange factor 4 (EPAC2): primary screen; Rap guanine nucleotide exchange factor 4 (Homo sapiens), Q8WZA2; EPAC2 activation, biochemical qHTS; response scale: 100% = 6.5 mM cAMP response; Potency, µM (doses to about 154 µM), for the others: top-dose activation, actives largely listed as activators; 0.079% of 360,000 active; AID 720711, 2013; note: potency is the fitted concentration of half-maximal effect; nearly all actives have a fitted effect of over 50% in size
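Guanine nucleotide exchange by EPAC2 is measured as reduced fluorescence of BODIPY-GDP once it is released from 250 nM Rap1B. Plates are read kinetically for 30 min at room temperature; results are scaled to 6.5 mM cAMP.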
Nrf2 ARE act = qHTS of Nrf2 Activators; AREc32 ARE-luciferase reporter (MCF7-derived line), luminescence, 24 h; Potency, µM (series often up to 46.1 µM), inactives show top-dose activation, most hits filed as activators; 0.31% of 410,000 active; note: potency is the fitted concentration of half-maximal effect; % of control where 0% means no effect; nearly all actives have a fitted effect of over 65% in size
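Each well held 1000 AREc32 cells, which were incubated with compound for 24 hr at 37 deg C after overnight attachment, and ARE reporter activity was quantified by firefly luciferase luminescence.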
CCT modulator = High-Throughput Screening for Modulators of Cytosolic Chaperonin Activity | purified chaperonin ATPase assay, HTRF ADP detection, 30 min | activity change, % (concentration not given with the values), hits read low | 0.3% of 360,000 active; in the data active = activity change below about -30%; note: % is set by controls: 0 for no effect and ±100 for the full control effect
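Nucleotide hydrolysis assay: TRiC at 20–40 nM final (set by batch activity) with 10 uM ATP, 30 min at 37 °C, in presence of 76 uM compound. Detection by competitive ADP HTRF, 30 min ambient.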
* marks the source's active call; other numbers are inactive results; i = inactive; ? = inconclusive; / = not tested or not shown; & = joins results of further samples; [ ] = dose if it differs, or a comment. Unless noted, calls come from the whole dose curve; as a rule, active = well fitted curve in the direction sought with a large enough effect; inconclusive = small, poorly fitted or top-dose-only effect, or another doubt; inactive = no such curve, though single readings can be large; an effect the other way counts as inactive or inconclusive. Some of the compounds tested; rates above refer to the full screens.

1. Cc1nc2nc(C)c(CCC(=O)NCCCN3CCN(c4cccc(Cl)c4)CC3)c(C)n2n1
2. COc1ccc(C(C)NC(=O)C2CCN(CCCc3ccccc3)CC2)cc1OC (stereo not drawn)
3. COc1ccc(NC(=O)CN(C)C(=O)c2ccccc2OC)cc1
4. COc1ccc2c(c1OC)C(=O)OC2c1c(O)nc(SC)n(-c2ccccc2)c1=O (stereo not drawn)
5. Cc1ccc2c(CN3CCN(S(=O)(=O)c4ccccc4C(F)(F)F)CC3)cc(=O)oc2c1
6. Oc1ccc(C2=Nn3c(nnc3-c3ccco3)SC2)cc1O
7. Cc1ccc(N2CCN(S(=O)(=O)c3ccc4c(c3)n(C)c(=O)c(=O)n4C)CC2C)cc1 (stereo not drawn)
8. Cc1ccc(NC(=O)CSc2nnc(C)n2CC2CCCO2)cc1 (stereo not drawn)
9. O=C(NN=C1CCCCCCC1)c1ccccn1
10. Cc1ccc(C)c(NC2=C(Cl)C(=O)OC2OC(C)C)c1 (stereo not drawn)

entry no. | 1 | 2 | 3 | 4 | 5 | 6 | 7 | 8 | 9 | 10
A549 tox | 3%&-5% | / | 0% | -3% | 4% | -21% | 0% | 1% | -4% | 1%
Akt phos inh | i | i | i | i | i | i | i | i | i | i
EPAC2 antagonist | 11%&6% | 12% | 2% | 0% | -9% | ? | 5% | -3% | 5% | -1%
MmCpn inh | -3%&0% | / | -2% | 1% | -4% | -12% | -1% | 0% | 2% | 1%
Nrf2 block | 6%&10% | / | ? | 3% | ? | ? | 12% | -21% | 15% | 15%
TGFb inhibitor | 5%&10% | -10% | 3% | 0% | 4% | -6% | -14% | -5% | -5% | -7%
EPAC2 agonist | 13%&4% | 1% | 15% | 2% | 8% | 28% | 4% | 11% | 2% | 4%
Nrf2 ARE act | 0.1%&0.2% | 0.5% | -0.9% | 0.6% | -0.2% | 6.3% | -0.5% | 0.1% | 0.2% | -1.0%
CCT modulator | 2.4&-6.7 | -3.3 | 1.1 | -8.6 | 0.8 | 0.1 | -2.2 | -0.2 | -1.2 | 0.3

11. COc1cc(Cl)c(C)cc1NC(=O)CSCc1nc(-c2ccc(OC)c(OC)c2)no1
12. Cc1[nH]c2ccc(OC(F)(F)F)cc2c1CCN1C(=O)c2ccc(C(=O)O)cc2C1=O
13. CCOCCCNC(=O)C1CCCN(S(=O)(=O)c2ccc(-n3cnnn3)cc2)C1 (stereo not drawn)
14. O=C(NC1C=CS(=O)(=O)C1)c1ccccc1 (stereo not drawn)
15. Cc1ccc(C)c(N2CCN(C(=O)CN3C(=S)NC(C)(C)CC3C)CC2)c1 (stereo not drawn)
16. Cc1ccc(C)c(N2CCN(S(=O)(=O)c3ccc4c(c3)NC(=O)CO4)CC2)c1
17. COc1ccc2cc(C(=O)C3CCCN(C(=O)/C=C/c4ccccn4)C3)ccc2c1 (stereo not drawn)
18. CCOCCCNc1ccc(-c2ccccc2)nn1
19. CCc1nnc(NS(=O)(=O)c2ccc(N=Cc3c(C)[nH]n(-c4ccc(C)cc4)c3=O)cc2)s1
20. O=C(Nc1ccccc1C(=O)OCc1nnc(-c2ccccc2)o1)c1ccco1

entry no. | 11 | 12 | 13 | 14 | 15 | 16 | 17 | 18 | 19 | 20
A549 tox | -1% | -6% | 2% | -12% | 2% | -18% | -1% | 1% | 1% | -3%
Akt phos inh | / | i | i | i | i | i | i | i | i | i
EPAC2 antagonist | / | -21% | -5% | 24% | -1% | -23% | -4% | 3% | 0% | -6%
MmCpn inh | / | 2% | 0% | 2% | 1% | 2% | 0% | 2% | -1% | 0%
Nrf2 block | -15% | 18% | -25% | ? | 4% | ? | 5% | / | 6% | 22%
TGFb inhibitor | -1% | 7% | 29% | 12% | ? | ? | 0% | 14% | -2% | -14%
EPAC2 agonist | / | -3% | 0% | -1% | -2% | 23% | 1% | 6% | -8% | 18%
Nrf2 ARE act | 3.8% | 6.4% | -0.6% | 2.7% | -0.7% | -0.2% | 7.2% | -0.1% | -0.8% | 0.3%
CCT modulator | / | 1.0 | -5.6 | 0.3 | -0.7 | -2.0 | 1.0 | -28 | -2.0 | 0.3

21. Cc1cccc(NC(=O)CSc2ncnc3sc(C)c(C)c23)n1
22. O=C(CNCc1ccc(F)cc1)Nc1ccccc1[N+](=O)[O-]
23. Cc1ccc(S(=O)(=O)N2CCN(CCOc3c(Cl)cccc3Cl)CC2)cc1C
24. Clc1ccc2nc(-c3cccc(Br)c3)c(Cc3ccccc3)n2c1
25. COc1ccc(-c2ccnc3c(C(=O)O)cnn23)cc1
26. CC(OC(=O)c1ccc(-n2cnnn2)cc1)C(=O)Nc1ccccc1[N+](=O)[O-] (stereo not drawn)
27. COc1ccc(-n2c(SCC(=O)Nc3cc(C)on3)nc3c(c2=O)SCC3)cc1
28. CCN(CC)CCNC(=O)c1ccc(CSc2nc3ccncc3n2Cc2cccc(F)c2)cc1
29. CC1(C(=O)NS(=O)(=O)C2CC2)CCN(C(=O)COc2ccc(Cl)cc2Cl)C1 (stereo not drawn)
30. Cc1ccccc1Cn1c(SCc2ccc(C(=O)N3CCCCC3)cc2)nc2ccncc21

entry no. | 21 | 22 | 23 | 24 | 25 | 26 | 27 | 28 | 29 | 30
A549 tox | -4% | 1% | 7% | / | -7% | 3% | -11% | 20% | / | -13%
Akt phos inh | i | i | i | i | i | i | i | / | i | /
EPAC2 antagonist | 6% | -2% | 5% | -15% | -5% | -5% | -5% | / | 20% | /
MmCpn inh | -17% | 1% | -4% | / | -1% | 1% | -4% | / | / | /
Nrf2 block | ? | -8% | 6% | / | 0% | 7% | 11% | ? | / | ?
TGFb inhibitor | 1% | -29% | ? | ? | -7% | -11% | 0% | -20% | -4% | 13µM*
EPAC2 agonist | 0% | 1% | 8% | 4% | 9% | 5% | 0% | / | -1% | /
Nrf2 ARE act | 10% | 12% | -0.3% | ? | 1.4% | 2.7% | -0.5% | 2.9% | 0.6%[9.22 µM] | 1.3%
CCT modulator | -2.4 | -1.8 | 2.3 | -0.6 | -2.2 | -2.3 | 1.6 | / | 0.7 | /

31. Cc1c(NC(=O)CN2CCN(c3ccc(O)cc3)CC2)c(=O)n(-c2ccccc2)n1C
32. CN1CCN(c2nc3c(c(=O)[nH]c(=O)n3C)n2CCOc2ccccc2)CC1
33. Cc1c(O)ccc2c(CC(=O)N[C@@H](Cc3c[nH]c4ccccc34)C(=O)O)cc(=O)oc12
34. Cc1ccccc1NC(=O)C1CCC(C)(C(=O)O)C1(C)C (stereo not drawn)
35. CCOC(=O)c1ccc(-n2c(C)nc3c(cnn3-c3ccccc3Cl)c2=O)cc1
36. CC(=O)Nc1nonc1NC(=O)CSC1=NCCS1
37. Cc1oc(-c2ccccc2Cl)nc1CN1CCCCC1c1cccnc1 (stereo not drawn)
38. Cc1noc(C)c1COc1ccc(C(=O)OCC(=O)NCCN2C(=O)CSC2=O)cc1
39. COc1cc(SC)ccc1C(=O)N1CC(C)OC(C)C1 (stereo not drawn)
40. O=[N+]([O-])c1ccc(O)c2ncccc12
41. C=CCn1cc(C(=O)N2CCN(C)CC2)c(=O)c2cc(S(=O)(=O)N3CCCC3)ccc21
42. Cc1nc2nc(NCc3ccc(Cl)cc3)[nH]n2c(=O)c1Cc1ccccc1

entry no. | 31 | 32 | 33 | 34 | 35 | 36 | 37 | 38 | 39 | 40 | 41 | 42
A549 tox | 6% | -1% | 3% | -3% | -8% | 2% | 2% | 1% | -7% | 13µM* | -5% | -11%
Akt phos inh | i | i | i | / | i | i | i | i | i | i | i | /
EPAC2 antagonist | -15% | -6% | -1% | 10% | -2% | 9% | -1% | 0% | 8% | -12% | 4% | /
MmCpn inh | -1% | 1% | -2% | -1% | -1% | 5% | 5% | 3% | -4% | -2% | 2% | /
Nrf2 block | 2% | -19% | 9% | 15% | -7% | -1% | 7% | 19% | 3% | 3.7µM* | -1% | ?
TGFb inhibitor | 16% | 1% | 0% | -4% | -1% | 14% | -15% | 29% | -24% | 5.6µM* | -3% | 2%
EPAC2 agonist | 4% | 21% | 3% | -1%[15.6 µM] | 6% | -2% | 5% | 10% | 10% | 10% | 5% | /
Nrf2 ARE act | 3.1% | 3.0% | -0.6% | 0.5% | -0.7% | -0.6% | -1.0% | -0.4% | 0.1% | -2.1% | 0.4% | -0.2%
CCT modulator | 1.4 | -2.8 | -3.7 | 1.0 | 1.5 | -4.4 | -1.6 | -3.4 | -2.7 | -3.5 | 1.4 | /

Complete entries, quoted from the list. Screens in order: A549 tox | Akt phos inh | EPAC2 antagonist | MmCpn inh | Nrf2 block | TGFb inhibitor | EPAC2 agonist | Nrf2 ARE act | CCT modulator
Cc1nc2nc(NCc3ccc(Cl)cc3)[nH]n2c(=O)c1Cc1ccccc1 reads -11% | / | / | / | ? | 2% | / | -0.2% | /
Cc1noc(C)c1COc1ccc(C(=O)OCC(=O)NCCN2C(=O)CSC2=O)cc1 reads 1% | i | 0% | 3% | 19% | 29% | 10% | -0.4% | -3.4
O=[N+]([O-])c1ccc(O)c2ncccc12 reads 13µM* | i | -12% | -2% | 3.7µM* | 5.6µM* | 10% | -2.1% | -3.5
